# Source: PubChem BioAssay
# ARNT-TACC3 inh: ARNT/TACC3 interaction disruption. AlphaScreen His-ARNT PAS-B/GST-TACC3 binding, luminescence; TACC3 fragment carries E629A point mutation. inhibition, % at 9.99 µM. hit rate 0.66% among 390,000. AID 623870;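 active = mean inhibition of replicates at least 50% and at least half of replicates each reaching 50%; inconclusive = half or more replicates reach 50% but mean below 50%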;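 also: 0% = complete ARNT plus TACC3 wells and 100% = ARNT alone without TACC3; many hits fall short of the cut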
# LGR2 inh: blocks bursicon-induced cAMP signaling via Drosophila LGR2 | HEK293 LGR2, CRE-luciferase, bursicon-stimulated, 4 h | inhibition, % at 9.99 µM | hit rate 0.35% among 380,000 | AID 720647;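 active = drop in luminescence signal, shown as inhibition above about 50% in the replicate tests, limit read from the data, passing the limit was not always enough; inconclusive = probably only some replicates passing the limit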;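 also: agonist challenge used bursicon conditioned medium at about half maximal strength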
# CASP6 VEID inh: blocks human caspase-6 cleavage activity; purified caspase-6, Z-VEID-R110 cleavage fluorescence; AID 686996; P55212; hit rate 0.53% among 350,000; inhibition, % at 12.5 µM;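 active = mean inhibition across replicates at least about 35%, with every replicate also reaching that limit, limit read from the data; inconclusive = only one of the two criteria met; inactive = neither criterion met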;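 also: 0% = median of neutral control wells and 100% = no fluorescence left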
# Target sequence (P55212 24-179 limits assumed): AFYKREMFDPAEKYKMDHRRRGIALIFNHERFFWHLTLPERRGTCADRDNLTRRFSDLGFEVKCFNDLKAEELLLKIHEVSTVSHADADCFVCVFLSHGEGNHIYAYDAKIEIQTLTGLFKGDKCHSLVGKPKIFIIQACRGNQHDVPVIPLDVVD
# Target sequence (P55212 194-293 limits assumed): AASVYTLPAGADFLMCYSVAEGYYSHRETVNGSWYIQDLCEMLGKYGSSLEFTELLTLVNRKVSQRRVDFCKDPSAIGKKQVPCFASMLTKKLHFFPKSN
# PAX8 inh HTS: PAX8 transcriptional activity inhibition; AID 652154; inhibition, % at 12.6 µM; RMG-I TPO-luciferase reporter, SteadyGlo, 24 h; hit rate 1.2% among 360,000;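 active = mean replicate inhibition at least 60% with every replicate also reaching 60%; inconclusive = only one of the two criteria is met; inactive = mean below 60% and not all replicates reaching 60%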;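 also: luciferase light reporting Pax8 driven TPO promoter activity; plate controls were median of neutral control wells for no effect and mitoxantrone controls for full effect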
# DENV2 CPE: DENV2-induced cell death inhibition | DENV2-infected cells, cytopathic effect rescue, plate reader | hit rate 1.7% among 350,000 | CPE inhibition, % at 9.99 µM; in the data active = CPE inhibition above about 20%, passing the limit was not always enough; inconclusive = no clear call, values can overlap the other calls; tested in BHK-21 cells;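 also: 0% = median of neutral control wells and 100% = median of positive control wells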
# SIRT5 inh: inhibitors of human sirtuin-5 desuccinylase; Q9NXA8; Purified SirT5, succinyl-peptide AMC, trypsin-coupled fluorescence; inhibition, % at 15 µM; hit rate 1.1% among 330,000; AID 652115; in the data active = inhibition above about 15%; inconclusive = no clear call, values can overlap the other calls
# Target sequence (Q9NXA8 whole entry, looked up): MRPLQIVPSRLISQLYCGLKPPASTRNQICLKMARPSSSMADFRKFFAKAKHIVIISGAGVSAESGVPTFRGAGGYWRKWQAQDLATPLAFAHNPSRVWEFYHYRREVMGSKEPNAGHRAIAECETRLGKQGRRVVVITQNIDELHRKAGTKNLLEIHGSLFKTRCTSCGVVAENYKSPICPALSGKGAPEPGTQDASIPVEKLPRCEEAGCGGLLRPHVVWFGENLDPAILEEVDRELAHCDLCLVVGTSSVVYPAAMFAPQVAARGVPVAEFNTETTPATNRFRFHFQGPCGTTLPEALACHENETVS
# EWS-Fli inh: EWS/Fli transcriptional activity inhibition; hit rate 0.67% among 350,000; inhibition, % at 12.6 µM; A673 NR0B1-luciferase reporter, viability-normalised;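 active = mean inhibition of at least 50% after viability correction, with every replicate also passing that limit; inconclusive = mean reaches 50% but only one of two replicates passes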;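 also: firefly luciferase signal divided by Alamar Blue viability fluorescence both relative to DMSO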
# Active calls of the source: *; u = inconclusive; x = not tested or not shown; & = joins results of further samples.
SMILES	EWS-Fli inh	CASP6 VEID inh	DENV2 CPE	ARNT-TACC3 inh	PAX8 inh HTS	LGR2 inh	SIRT5 inh
O=C(COc1ccc(/C=N/NC(=O)c2cccnc2)cc1)Nc1ccccc1	-75	-5	-5	-8	-13	-1	-2
CCCC#Cc1ccc([C@@H]2[C@@H](CO)N(C(=O)C3CCC3)[C@H]2C#N)cc1	8	1	-7	-12	11	-3	0
CC(C(=O)O)c1ccc(N2Cc3ccccc3C2=O)cc1 (configuration not stated)	51*	3	u	-7	42	x	-4
Cc1ccccc1-c1cnc2c(c1)C(=O)N([C@@H](C)CO)C[C@H](C)[C@H](CN(C)C(=O)CC1CC1)O2	-9	x	x	x	-6	-27	x
COc1ccccc1NNC(=O)c1cc(C(C)(C)C)nn1Cc1ccccc1	-28	14	0	2	-65	-49	6
CCOC(=O)C1=CN(Cc2ccco2)S(=O)(=O)N(CC)C1c1cccc(OC)c1 (configuration not stated)	1	15	17	4	4	3	0
COc1ccccc1C(=O)OCCCN=C1NS(=O)(=O)c2ccccc21	3	-1	20	-1	2	1	-3
COc1ccc(CCC(C)NCc2ccc(F)cc2)cc1 (configuration not stated)	2	-1	33*	-6	6	-10	x
COc1ccc(NC(=O)Nc2ccc3c(c2)C(=O)N([C@H](C)CO)C[C@H](C)[C@@H](CN(C)CC2CCCCC2)OCCCC[C@@H](C)O3)cc1	-7	0	6	3	8	0	3
CCCN1C[C@H](C)[C@H](OC)CN(C)C(=O)c2cc(NC(=O)c3cnccn3)ccc2OC[C@@H]1C	1	-5	1	-10	x	-11	-11
Cc1cc(C)cc(NC(=O)CSc2nnc(C3CC3)n2CC2CCCO2)c1 (configuration not stated)	-1	-3	1	-2	11	1	1
Cc1cccc(C(=O)NNC(=O)c2ccc(F)cc2)c1	-11	-2	-2	-5	-18	3	-2
CC(C)CC(O)(c1ccccc1)C(CN1CCOCC1)c1ccccc1 (configuration not stated)	16	2	19	-20	5	8	3
COc1ccc2c3c([nH]c2c1)[C@H](CO)N(Cc1ccccc1)CC31CCN(S(=O)(=O)c2ccc(C)cc2)CC1	3	1	1	x	x	6	-4
CO[C@H]1CN(C)C(=O)c2cc(NC(=O)C3CC3)ccc2OC[C@@H](C)N(C(=O)CN2CCOCC2)C[C@H]1C	6	x	0	-3	-8	6	-6

# No new results follow: two of the compounds above.
SMILES	EWS-Fli inh	CASP6 VEID inh	DENV2 CPE	ARNT-TACC3 inh	PAX8 inh HTS	LGR2 inh	SIRT5 inh
O=C(COc1ccc(/C=N/NC(=O)c2cccnc2)cc1)Nc1ccccc1	-75	-5	-5	-8	-13	-1	-2
CCCC#Cc1ccc([C@@H]2[C@@H](CO)N(C(=O)C3CCC3)[C@H]2C#N)cc1	8	1	-7	-12	11	-3	0

# Next results
SMILES	EWS-Fli inh	CASP6 VEID inh	DENV2 CPE	ARNT-TACC3 inh	PAX8 inh HTS	LGR2 inh	SIRT5 inh
O=C(Nc1c2c(nn1-c1ccc(F)cc1)CS(=O)C2)c1ccc(S(=O)(=O)N2CCOCC2)cc1 (configuration not stated)	1	2	1	-3	8	22	-1
CN(C(=O)CN1C(=O)/C(=C/c2ccccc2F)SC1=S)C1CCS(=O)(=O)C1 (configuration not stated)	x	-2	3	-8	5	-9	-4
CC(C)c1ccc(NC(=O)NC2CCCCC2)cc1	-117	-3	-4	-3	x	-74	-1
CC(=O)Nc1sc(N/N=C/c2ccc(C)cc2)nc1-c1ccc(C)cc1	-6	-3	16	-5	10	-15	1
Cc1nnc(SCC(=O)Nc2ccc(-c3nc4ccccc4s3)cc2)s1	5	1	-2	-3	-248	x	-16
O=C(O)C1C2C=CC(C2)C1C(=O)NCc1cccs1 (configuration not stated)	11	45*	7	-9	6	-2	-4
O=C1C2CCCCN2C(=O)N1CCN1CCN(c2cccc(Cl)c2)CC1 (configuration not stated)	6	-4	4	-5	2	14	2
C/C=C/c1ccc([C@@H]2[C@H]3CN(Cc4ccccc4)CC(=O)N3[C@H]2CO)cc1	1	3	-4	x	-4	0	-1
CCOc1ccc(NC(=O)c2ccc(-n3cccn3)nc2)cc1	0	-3	-1	-8	31	10	-5
O=C(NCc1ccccc1)C1=C[C@H](c2ccc(Br)cc2)C[C@H](OCCCCO)O1	-6	x	x	1	-9	7	x
O=C(CSc1nc(C(F)(F)F)cc(=O)[nH]1)N1CCOCC1	-2	-3	-4	-16	-11	-3	-3
CCCCCCCCC(c1nc2ccccc2[nH]1)N1CCN=C1c1cc2ccccc2[nH]1 (configuration not stated)	38	1	-1	x	27	80*	-2
CCOC(=O)c1ccc2nc(Nc3nc4ccc(F)cc4s3)sc2c1	80*	1	10	-9	49	30	-4
CCOC(=O)c1c(C)c(C(=O)NCc2ccccn2)c(C)n1CC	7	-1	0	48*	x	-5	-2
CCCNC(=O)N1[C@@H]2CN(C(=O)c3cccnc3)c3ccccc3[C@@H]2[C@@H]1CO	-5	1	18	-7	-7	16	-1
O=C(NC1=C(NC2CCS(=O)(=O)C2)C(=O)c2ccccc2C1=O)c1ccccc1 (configuration not stated)	30	95*	-1	24	96*	78*	2
COc1ccc(S(=O)(=O)Nc2ccc3c(c2)CC(=O)N([C@H](C)CO)C[C@@H](C)[C@H](CN(C)C(=O)Nc2ccccc2)O3)cc1	-10	0	0	1	-23	-6	7
CCC/C=C/c1ccc(CN2C(CC(C)C)C(=O)N(Cc3cn(CC4CCCCC4)nn3)CCS2(=O)=O)cc1 (configuration not stated)	11	2	9	x	8	-1	3
CCNC(=O)C1(C)CCCN(C(=O)c2sccc2C)C1 (configuration not stated)	5	0	8	x	x	7	-4
C=CC[C@@H](CC(=O)N[C@H](CO)Cc1ccccc1)C(=O)N[C@H](COC(=O)[C@@H](CC=C)Cc1ccc(F)cc1)Cc1c[nH]c2ccccc12	13	0	9	-8	88*	12	x
CO[C@@H]1CN(C)C(=O)c2ccc(NC(=O)c3ccc4c(c3)OCO4)cc2OC[C@@H](C)N(CCC(F)(F)F)C[C@H]1C	0	2	1	6	x	1	2
Cc1n[nH]c(=O)c2c(NC(=O)CSc3nc4ccccc4c(=O)n3CCCOC(C)C)oc(C)c12	-7	1	1	-17	0	3	5
Cc1noc(C)c1S(=O)(=O)Nc1ccc2c(c1)C(=O)N([C@H](C)CO)C[C@@H](C)[C@@H](CN(C)C(=O)CCC(F)(F)F)OCCCC[C@H](C)O2	0	4	-9	3	21	7	10
COc1ccccc1-c1ccc([C@@H]2[C@@H](C#N)N(C(=O)C3CCOCC3)[C@H]2CO)cc1	-11	2	0	19	-13	3	-9
O=C(NCCC(=O)N1CCc2ccccc21)c1ccccc1Cl	5	2	u	3	-4	15	-13
CCCCNC(=S)N(CCN(CC)CC)Cc1cc2cc3c(cc2[nH]c1=O)OCO3	-1	2	-3	0	-27	-8	-6
Cc1nn(C(C)C(=O)NCCN2CCCCCC2)c(=O)c2nn(-c3ccccc3)c(C)c12 (configuration not stated)	-4	-47	2	6	14	-3	-1
C[C@@H]1CN([C@H](C)CO)C(=O)c2cc(C#C[C@@H](C)O)cnc2O[C@H]1CN(C)C(=O)CN(C)C	1	-1	-7	-2	x	-14	3
Cn1c(-c2ccccc2)c(/C=N/NC(=O)c2cccnc2)c2ccccc21	-21	5	-1	x	-63	-32	-4
O=C(c1cnccn1)N1CC(=O)N2[C@H](CO)[C@@H](c3ccc(C4=CCCCC4)cc3)[C@@H]2C1	0	1	11	x	-21	-6	28*
Cc1ccccc1C(=O)N=c1ccn(-c2nc3ccccc3nc2NS(=O)(=O)c2ccccc2)cc1	x	0	2	4	-12	-2	0
CCCNC(=O)N1CC(=O)N2[C@H](C1)[C@@H](c1ccc(C#Cc3cccc(F)c3)cc1)[C@@H]2CO	10	0	1	x	-6	24	6
O=[N+]([O-])c1cc([N+](=O)[O-])c(Oc2cc(Cl)ccc2Cl)cc1NC1CCCCCCC1	9	x	x	1	-4	9	x
Cc1c(S(=O)(=O)Nc2cccc(Cl)c2)c(=O)n(C)c(=O)n1C	-10	0	-5	-3	6	-3	0
COC(=O)CS(=O)(=O)c1ccsc1C(=O)Nc1ccc(F)c(F)c1	-4	-5	4	-25	-6	-21	1
COc1ccc2c(c1)[C@@]1(OCCC=C[C@H]1C)C(=O)N2Cc1ccc(F)cc1	-12	-2	13	x	10	8	0
Cn1ccnc1C(=O)c1cccc([N+](=O)[O-])c1	-5	-3	x	-3	36	3	0
Cc1noc(C)c1S(=O)(=O)Nc1cccc2c1O[C@H](CN(C)C(=O)NC(C)C)[C@H](C)CN([C@H](C)CO)C2=O	-4	-1	3	-2	x	6	0
COCC(=O)Nc1ccc2c(c1)OC[C@H](C)N(C(=O)c1ccccc1)C[C@H](C)[C@@H](OC)CN(C)C2=O	0	x	3	-1	x	-17	6
CC(C)(C)c1ccc(C(O)c2ncc(-c3ccc(F)cc3)[nH]2)cc1 (configuration not stated)	-2	-2	9	x	-13	12	x
Cc1ccccc1-c1ccc2c(c1)O[C@H](CN(C)Cc1ccncc1)[C@H](C)CN([C@@H](C)CO)S2(=O)=O	11	2	13	3	x	5	8
CC(Oc1ccc(Cl)cc1Cl)c1nc(-c2ccc(NC(=O)c3ccncc3)cc2)no1 (configuration not stated)	27	-1	4	-2	x	18	2
O=C(CN1CCN(c2ccccc2)CC1)N1CCN(c2ccccc2)CC1	0	0	-5	-1	x	-5	1
Cc1noc(C)c1NC(=O)N(C)C[C@H]1Oc2c(NC(=O)C3CCCCC3)cccc2C(=O)N([C@H](C)CO)C[C@@H]1C	-3&7	-1&-3	-8&-6	4&-4	-14&12	13&-18	-2&-3
CCOc1ccc(CN2CCN(Cc3[nH]c4ccccc4c3C)CC2CCO)cc1 (configuration not stated)	-4	1	-1	15	10	-16	-1
Cn1ccc2c(N3CCOCC3)cc3c(c21)C1CCC3C1 (configuration not stated)	1	3	-9	x	13	2	5
COC(=O)CN1C(=O)N/C(=C/c2cc3c(cc2OC)OCO3)C1=O	3	5	2	3	-3	-6	2
O=C(O)c1ccccc1C=NN=C1c2ccccc2-c2ccccc21	5	1	18	2	x	-15	0
CCc1c(C)sc(NC(=O)c2cc(C3CC3)on2)c1C#N	-9	0	-10	-3	-29	-15	-4
O=C(O)c1cccnc1SC1CC(=O)N(c2ccccc2)C1=O (configuration not stated)	-10	-3	-5	-3	8	-12	4
CCOc1ccc(C(=O)NNC(=O)CN2C(=O)NC3(CCCC3)C2=O)cc1	-6	2	2	-10	3	3	-3
COc1ccc2c3c([nH]c2c1)[C@H](CO)N(Cc1cc(F)ccc1F)CC31CCN(C(=O)C2CCC2)CC1	19	-4	2	x	x	-7	-1
N#C[C@H]1[C@@H](c2ccc(C3=CCCC3)cc2)[C@H](CO)N1C(=O)c1ccccn1	0	3	0	1	7	-18	-2
C[C@H]1CCCCO[C@H](CN(C)C(=O)CCC(F)(F)F)[C@@H](C)CN([C@@H](C)CO)C(=O)c2cc(NS(=O)(=O)c3ccccc3)ccc2O1	-3	1	0	0	10	-18	5
CC(=O)N(CC#CCN(C(C)=O)c1ccccc1)c1ccccc1	2	0	3	x	-4	-6	-1
O=C(CSc1nc2ncc(Br)cc2[nH]1)c1cccc([N+](=O)[O-])c1	67*	5	4	-17	15	-13	14
COc1ccc(CN2CCN(Cc3c[nH]c4ccccc34)CC2CCO)cc1C (configuration not stated)	6	-4	3	-8	13	x	1
CC(C)NC(=O)CN1C(=O)c2cccc3cccc1c23	0	-2	2	-5	-4	-6	-4
CCC(=O)Nc1ccc2c(c1)OC[C@H](C)N(C(=O)C1CCC1)C[C@H](C)[C@@H](OC)CN(C)C2=O	6	-3	2	-7	-10	3	-3
CC(C)Cc1cc(CNC(=O)C2CCC(=O)N(Cc3cccc(C(F)(F)F)c3)C2)on1 (configuration not stated)	x	-2	0	1	-2	1	1
COc1ccc(S(=O)(=O)N(C)C[C@@H]2Oc3ccc(NC(=O)Nc4ccc(F)cc4)cc3C(=O)N([C@H](C)CO)C[C@H]2C)cc1	-9	2	7	3	x	10	11
